S100A4 MyoIIA – inhibitors of S100A4-myosin IIA peptide binding, primary screen, biochemical, fluorescence polarization, TAMRA-MyoIIA peptide. inhibition, % at 10.7 µM. 360,000 tested, 0.14% active. AID 652163, 2013;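 active means mean inhibition of at least 70% across replicates, with every replicate also reaching that level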
Target sequence (P26447 whole entry, looked up): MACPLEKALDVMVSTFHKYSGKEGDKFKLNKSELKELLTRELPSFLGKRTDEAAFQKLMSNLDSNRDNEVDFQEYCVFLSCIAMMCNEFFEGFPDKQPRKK
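Material: S100A4 monomer (human). Medium: Calcium-containing HEPES buffer, pH 7.2. Probe or stimulus: labelled myosin peptide probe, 5 nM. Compound dosing: one concentration per compound. Timing: polarization read 5 min after assay mix addition, stable 5–60 min. Benchmarks: DMSO as neutral control, TFP as positive control.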
FN deposition inh – inhibitors of fibronectin matrix deposition, primary screen, AH1F cells, Alexa488-fibronectin fluorescence, plate reader; AH1F fibroblasts, overnight; inhibition, % at 12.6 µM; 350,000 tested, 0.086% active; AID 743247, 2014;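 active means mean inhibition across replicates of 30% or more, regardless of how many single replicates reach that level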;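 further: positive control wells lacked labelled fibronectin entirely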
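Test system: AH1F fibroblast monolayer depositing Alexa488-labelled fibronectin into matrix. Input: 10000 cells per well. Technique: fluorescence, ex 485 nm, em 525 nm. Buffer or medium: DMEM plus 2% serum, read in PBS. Timing: 1 h cell adhesion before compound, then overnight fibronectin incubation. Compound: single dose, pinned. Read-out basis: inhibition from reduced deposited-fibronectin fluorescence.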
SIRT5 block – SIRT5 desuccinylase inhibitors, primary screen, biochemical, fluorescence imaging, single point, set 5; NAD-dependent protein deacylase sirtuin-5, mitochondrial (Homo sapiens), Q9NXA8; Purified SirT5, succinyl-peptide AMC, trypsin-coupled fluorescence; inhibition, % at 15 µM; 330,000 tested, 1.1% active; AID 652115, 2013; in the data active means inhibition above about 15%
Target sequence (Q9NXA8 whole entry, looked up): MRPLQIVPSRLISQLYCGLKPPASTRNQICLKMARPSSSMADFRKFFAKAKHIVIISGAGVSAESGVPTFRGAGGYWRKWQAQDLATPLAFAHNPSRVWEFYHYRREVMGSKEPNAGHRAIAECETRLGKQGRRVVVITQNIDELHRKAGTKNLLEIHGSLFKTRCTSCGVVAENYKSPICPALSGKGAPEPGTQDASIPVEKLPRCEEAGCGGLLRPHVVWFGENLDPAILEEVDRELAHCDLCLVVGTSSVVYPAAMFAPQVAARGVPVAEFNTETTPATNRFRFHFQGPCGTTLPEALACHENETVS
esBAF inh – Bmi1 luciferase reporter increase in mESCs, primary screen, esBAF inhibitor project, mouse ES cells, Bmi1 luciferase knock-in, single point; 350,000 tested, 2% active; 24 h; 100% = twice the neutral-well signal; reporter increase, % at 12.5 µM; in the data active means activation above about 40%;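 further: 0% = median of the plate's neutral control wells and 100% = double that signal; a rise in the Bmi1 reporter signal indicates esBAF inhibition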
LGR2 antag – inhibitors of bursicon-induced LGR2 CRE-luciferase signal, primary screen, cell-based, HEK293, CRE-luciferase reporter, bursicon stimulation; bursicon-stimulated, 4 h; 380,000 tested, 0.35% active; inhibition, % at 9.99 µM; Drosophila bursicon receptor LGR2 (rickets);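 active means drop in luminescence signal, shown as inhibition above about 50% in the replicate tests, limit read from the data, passing the limit was not always enough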;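 further: agonist challenge used bursicon conditioned medium at about half maximal strength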
CASP6 VEID inh – human caspase-6 inhibitors, primary screen, biochemical, VEID-R110 fluorescence, single point, set 2. inhibition, % at 12.5 µM. 350,000 tested, 0.53% active. purified caspase-6, Z-VEID-R110 cleavage fluorescence. P55212;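 active means mean inhibition across replicates at least about 35%, with every replicate also reaching that limit, limit read from the data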;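 further: 0% = median of neutral control wells and 100% = no fluorescence left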
Target sequence (P55212 24-179 limits assumed): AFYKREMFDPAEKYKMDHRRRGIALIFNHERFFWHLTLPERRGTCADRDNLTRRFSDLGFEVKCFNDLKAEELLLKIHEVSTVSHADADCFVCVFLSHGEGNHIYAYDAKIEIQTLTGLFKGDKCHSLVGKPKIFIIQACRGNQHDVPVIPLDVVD
Target sequence (P55212 194-293 limits assumed): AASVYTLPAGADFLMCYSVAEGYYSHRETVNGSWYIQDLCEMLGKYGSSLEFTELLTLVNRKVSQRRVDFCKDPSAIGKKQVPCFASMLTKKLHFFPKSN
Statin myotox sup – suppressors of statin myotoxicity in C2C12 myotubes, primary screen, cell-based, single point, plate reader | rescue of ATP level, % at 7.49 µM | 330,000 tested, 0.78% active | C2C12 myotubes + simvastatin, ATP luminescence, 48 h; scaled: DMSO 0, geranylgeraniol control 100;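 active means mean ATP rescue above about 67%, or every replicate alone reaching that limit, limit read from the data, passing the limit was not always enough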;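 further: myotubes were challenged with 10 µM simvastatin during compound exposure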
* hit, by the source's call; / = not tested or not shown.

SMILES | S100A4 MyoIIA | FN deposition inh | SIRT5 block | esBAF inh | LGR2 antag | CASP6 VEID inh | Statin myotox sup
O=C(NCc1ccccc1)C1CCCN(S(=O)(=O)c2cccc3nsnc23)C1 (stereo not drawn) | -1 | 1 | 0 | -7 | -3 | 3 | 4
Nc1ccc(C(=O)N(CCO)CCO)cc1 | 2 | 3 | 2 | / | 1 | 8 | /
COC(=O)C1=C(C)Nc2nnnn2C1c1ccco1 (stereo not drawn) | / | / | / | -5 | 5 | / | 5
CC(C)(C)c1ccc(OCCC(=O)Nc2cccc(S(=O)(=O)N3CCCC3)c2)cc1 | -2 | -2 | 6 | -3 | 8 | -1 | -12
CN1CCN(c2ccc(Cl)cc2NC(=O)c2ccc(S(=O)(=O)N3CCCCCC3)cc2)CC1 | / | 3 | / | 1 | / | / | -21
CN(C)S(=O)(=O)c1ccc(C(=O)OCC(=O)NCc2ccccc2)cc1 | 5 | -1 | 0 | -3 | -3 | -1 | -4
COc1ccc(NC(=O)Nc2ccc3c(c2)C(=O)N([C@H](C)CO)C[C@H](C)[C@H](CN(C)C(=O)Nc2ccccc2)O3)cc1 | 16 | / | -2 | 1 | -8 | 1 | 37
COCCCn1cc(CN2CC(N3CCN(CCN(C)C)CC3)CS2(=O)=O)nn1 (stereo not drawn) | 3 | 9 | -2 | / | -10 | -59 | /
Cn1c(SCCN2CCCC2)nnc1C1CCN(S(=O)(=O)c2cccc(F)c2)CC1 | 0 | 2 | 0 | 1 | 2 | -10 | 5
C[C@H]1CN([C@@H](C)CO)C(=O)c2cc(-c3ccncc3)cnc2O[C@@H]1CN(C)S(=O)(=O)c1ccccc1 | -4 | / | 2 | -3 | 5 | 1 | 32
CCC(=O)N1CCC2(CC1)Oc1ccc(F)cc1C(=O)C21CC(c2cccnc2)=NO1 (stereo not drawn) | 6 | -10 | / | -8 | -11 | -1 | 9
CC(C)NC(=O)N(C)C[C@@H]1Oc2cc(C3=CCCC3)ccc2S(=O)(=O)N([C@@H](C)CO)C[C@@H]1C | 13 | / | 4 | 0 | 6 | 1 | 19
O=C(/C=C/c1cccc(F)c1)Nc1ccc(S(=O)(=O)N2CCOCC2)cc1 | -6 | 4 | / | 0 | 16 | 0 | -9
CCn1cc2c(c1-c1cccc(C)c1)c(=O)n(C)c(=O)n2C | / | -5 | / | 5 | -7 | / | -2
Cc1ccc(S(=O)(=O)N(C)c2ccc(OC(=O)CN3C(=O)NC(C)(c4ccccc4)C3=O)cc2)cc1C (stereo not drawn) | 6 | / | -3 | -6 | 3 | -2 | -8
COc1ccc(NC(=O)Nc2ccc3c(c2)C(=O)N([C@@H](C)CO)C[C@H](C)[C@H](CN(C)Cc2ccncc2)O3)cc1 | 4 | / | -3 | 3 | -19 | 2 | 8
COc1ccccc1NC(=O)Cn1nnc(-c2ccccc2NC(=O)c2cc3ccccc3oc2=O)n1 | -3 | / | 1 | 66* | -41 | -2 | 15
COc1ccc(NC(=O)N(C)C[C@@H]2Oc3ccc(NC(=O)Nc4ccccc4)cc3CC(=O)N([C@@H](C)CO)C[C@@H]2C)cc1 | -2 | 4 | 2 | 1 | 9 | 1 | 6
COc1ccc(CN2CCNC(=O)C2CC(=O)NC2CCCC2)c(C)c1C (stereo not drawn) | -24 | 1 | -2 | 7 | 6 | -2 | 1
CC(=O)c1ccc(N2CCN(S(=O)(=O)c3cccc4nonc34)CC2)cc1 | -2 | 0 | -4 | / | 6 | -1 | /

Not a retest: seven of the compounds above.
SMILES | S100A4 MyoIIA | FN deposition inh | SIRT5 block | esBAF inh | LGR2 antag | CASP6 VEID inh | Statin myotox sup
CCC(=O)N1CCC2(CC1)Oc1ccc(F)cc1C(=O)C21CC(c2cccnc2)=NO1 (stereo not drawn) | 6 | -10 | / | -8 | -11 | -1 | 9
CC(C)NC(=O)N(C)C[C@@H]1Oc2cc(C3=CCCC3)ccc2S(=O)(=O)N([C@@H](C)CO)C[C@@H]1C | 13 | / | 4 | 0 | 6 | 1 | 19
O=C(/C=C/c1cccc(F)c1)Nc1ccc(S(=O)(=O)N2CCOCC2)cc1 | -6 | 4 | / | 0 | 16 | 0 | -9
CCn1cc2c(c1-c1cccc(C)c1)c(=O)n(C)c(=O)n2C | / | -5 | / | 5 | -7 | / | -2
Cc1ccc(S(=O)(=O)N(C)c2ccc(OC(=O)CN3C(=O)NC(C)(c4ccccc4)C3=O)cc2)cc1C (stereo not drawn) | 6 | / | -3 | -6 | 3 | -2 | -8
COc1ccc(NC(=O)Nc2ccc3c(c2)C(=O)N([C@@H](C)CO)C[C@H](C)[C@H](CN(C)Cc2ccncc2)O3)cc1 | 4 | / | -3 | 3 | -19 | 2 | 8
COc1ccccc1NC(=O)Cn1nnc(-c2ccccc2NC(=O)c2cc3ccccc3oc2=O)n1 | -3 | / | 1 | 66* | -41 | -2 | 15

The list goes on:
SMILES | S100A4 MyoIIA | FN deposition inh | SIRT5 block | esBAF inh | LGR2 antag | CASP6 VEID inh | Statin myotox sup
COc1cc(NC(=O)Cc2nn(C)c(=O)c3ccccc23)cc(OC)c1 | / | / | / | 10 | 13 | / | 6
CCC(=O)N[C@H]1C=C[C@@H](CC(=O)OC)O[C@@H]1CO | 7 | 2 | 11 | 1 | 29 | -2 | -16
C[C@H](CO)N1C[C@H](C)[C@@H](CN(C)S(C)(=O)=O)OCCCC[C@H](C)Oc2ccc(NS(=O)(=O)c3ccc(F)cc3)cc2C1=O | -7 | / | -2 | -3 | 3 | 0 | -8
O=C(NC1CCCCC1)c1cccc2c1C(=O)c1ccc(-c3ccc(OC(F)(F)F)cc3)cc1S2(=O)=O | -1 | -9 | 0 | -4 | 1 | 1 | -68
COc1ccccc1S(=O)(=O)N[C@@H]1CC[C@H](CCNC(=O)C2CCC2)O[C@@H]1CO | 1 | / | -1 | -2 | -5 | 0 | -1
O=C(Nc1ccccc1)c1nc[nH]c1C(=O)N1CCc2ccccc2C1 | -1 | -8 | / | -4 | -17 | 5 | 17
O=C(N1CCOCC1)N(CCN1CCOCC1)Cc1cccc2ccccc12 | / | / | / | 3 | 1 | / | 2
COC(=O)c1ccc(CN2C(=O)[C@]3(OCCC=C[C@H]3C)c3ccccc32)cc1 | 12 | 3 | 0 | / | 6 | -2 | /
CN(C)c1ccc2c(c1)[C@@H]1C[C@@H](CC(=O)N3CCc4ccccc4C3)O[C@H](CO)[C@@H]1O2 | 13 | / | 1 | -1 | -1 | 7 | -6
Cc1ccc(-c2ccc(/C=N/N3C(=O)C4C5C=CC(CC5)C4C3=O)o2)c([N+](=O)[O-])c1 (stereo not drawn) | / | 1 | / | 15 | / | / | -30
CCC(=O)/C(=C(/O)c1ccccc1)c1nc2ccccc2[nH]1 | 6 | -4 | -8 | / | -24 | -1 | /
CC(C)NC(=O)N1CCCCN2[C@H](C1)[C@H](c1ccc(Br)cc1)[C@@H]2CO | -12 | / | -4 | 3 | 5 | -1 | 7
CCOc1ccc(C(=O)NCC(=O)Nc2ccc3c(c2)OCO3)cc1OCC | -2 | -1 | 5 | / | -22 | 3 | /
Cn1ncc(Br)c1C(=O)NC12CC3CC(CC(C3)C1)C2 | 7 | 1 | -4 | / | 17 | -4 | /
O=S(=O)(Nc1cccc2ccccc12)c1ccccc1F | 1 | 0 | 2 | 7 | 0 | 3 | 27
Cc1cccc(NC(=O)COc2coc(CN3CCN(c4ccccc4)CC3)cc2=O)c1 | -2 | -6 | -4 | / | 3 | -1 | /
CC(Oc1ccc(Cl)cc1Cl)C(=O)NCCCN(C)C (stereo not drawn) | -6 | / | 0 | -7 | 7 | -68 | 5
C=CCN1C(=O)S/C(=C\c2ccc(N3CCOCC3)cc2C)C1=O | / | 8 | / | 73* | / | / | 2
CC(=O)Cn1ncc(N2CCOCC2)c(Cl)c1=O | -5 | -1 | -4 | 1 | -11 | -2 | 5
CC(C)C[C@H]1CN([C@@H](Cc2ccccc2)CN2CCC[C@H]2CN2C(=O)C(=O)NC[C@@H]2Cc2ccc(O)cc2)C(=O)C(=O)N1CC1CCCCC1 | -5 | -6 | -1 | / | 22 | 7 | /
O=c1c2sc3nc(N4CCOCC4)c4c(c3c2ncn1-c1ccccc1)CCCC4 | -3 | -11 | -9 | -6 | 9 | 0 | -11
O=C(NCc1ccc(F)cc1)[C@H]1[C@H](CO)[C@H]2Cn3c(cccc3=O)[C@H]2N1C(=O)C1CC1 | 11 | / | -3 | 0 | 11 | 4 | 8
COc1cc(CNC2CCCC2)cc(Cl)c1OCc1ccccc1Cl | -6 | / | 1 | / | / | -9 | /
CCOC(=O)c1c(NC(=O)CSc2nnc3ccccn23)sc2c1CCC2 | 4 | -13 | -1 | / | 22 | 1 | /
C[C@@H]1CN([C@@H](C)CO)C(=O)c2cc(NS(=O)(=O)c3cccs3)ccc2O[C@H]1CN(C)Cc1ccncc1 | 15 | / | -2 | 0 | -12 | 1 | 15
CN(C)c1ccc(/C=N/NC(=O)CCCCCNC(=O)c2ccccc2)cc1 | 2 | 0 | 1 | / | -30 | -2 | /
NNC(=O)c1snnc1-c1ccccc1 | 1 | 6 | -3 | / | -6 | 2 | /
Cc1ccc(C(=O)C(C)Sc2nnc(N)s2)cc1 (stereo not drawn) | -2 | -4 | -2 | / | -16 | 2 | /
COc1ccc(S(=O)(=O)Nc2ccc3c(c2)C(=O)N([C@@H](C)CO)C[C@H](C)[C@@H](CN(C)S(=O)(=O)c2ccc(C)cc2)O3)cc1 | -45 | / | 2 | -12 | -17 | -2 | -58
Cc1cc(Cl)c(S(=O)(=O)N2CCCCCC2)cc1OCC(=O)NC1CCCCC1 | / | -4 | / | 3 | / | / | -2
OCCC1CN(Cc2ccccn2)CCN1C1CCCC1 (stereo not drawn) | -1 | -3 | -2 | -4 | 1 | -3 | 5
CC(C)CCNC(=O)CCn1nc(-c2ccc(Cl)cc2)ccc1=O | 10 | -7 | 5 | -3 | 0 | 2 | -4
C/C(=N/NC(=O)c1ccncc1)c1ccc(NC(=O)c2ccccc2)cc1 | 0 | 6 | -1 | 10 | 1 | 1 | -12
O=C(Nc1nnc(CCc2ccccc2)s1)c1ccccc1 | -3 | -1 | -1 | 15 | -30 | -1 | 2
COc1cccc(-c2nnc(NC(=O)c3ccc4ncsc4c3)o2)c1 | -1 | 8 | -6 | 24 | -19 | 5 | -11
O=C(C[C@H]1C[C@@H]2c3cc(NC(=O)C4CCOCC4)ccc3O[C@@H]2[C@H](CO)O1)NC1CCCCC1 | 0 | 3 | -8 | -3 | 2 | -2 | 2
CC12CCC(=O)N1C(C(=O)OCC(=O)Nc1ccc(Cl)c(Cl)c1)CS2 (stereo not drawn) | -2 | / | -5 | / | 4 | -2 | /
COc1ccc(-c2[nH][nH]c(=O)c2NC(=O)c2ccc([N+](=O)[O-])cc2)cc1 | -17 | -7 | -1 | 5 | 3 | 7 | 3
CCCCNC(=O)C1(C)CCCCN1C(=O)c1cc(-c2ccccc2)cs1 (stereo not drawn) | -2 | 0 | 0 | 5 | 24 | 0 | -1
Cc1ccc(Sc2nc(-c3ccccc3)ccc2C#N)cc1 | / | 0 | / | -9 | / | / | -37
CCc1ccccc1N(CC(=O)OC)S(C)(=O)=O | / | 3 | / | -3 | / | / | 14
c1ccc(CCNc2ncnc3sccc23)nc1 | -3 | 0 | / | / | -20 | -3 | /
C[C@H](O)C#Cc1ccc2c(c1)O[C@@H](CN(C)Cc1cccnc1)[C@@H](C)CN([C@H](C)CO)S2(=O)=O | 7 | -5 | -4 | -2 | -13 | 1 | -1
Cc1noc(C)c1NC(=O)N(C)C[C@H]1Oc2ncc(C#CC(C)C)cc2C(=O)N([C@@H](C)CO)C[C@H]1C | -6 | -3 | 0 | 0 | 7 | 4 | -1

This is a subset (hit frequency here may not be typical).
